# NPSR antagonist: neuropeptide S receptor (human) antagonism, cAMP; CHO-NPSR cells, cAMP TR-FRET, antagonist mode; Potency, µM (highest dose often 38.3 µM), inactives show at the top dose activity change, negative = inhibition, most hits filed as inhibitors; 220,000 tested, 1% active; AID 1461; Q6W5P4; note: % is set by controls: 0 for no effect and ±100 for the full control effect; nearly all actives have a fitted effect of over 50% in size; many of its hits are not listed in these tables
# Epigenetic derep: epigenetic control regulation, reporter derepression. Potency, µM (top dose mostly 53.9 µM), for the others: top-dose GFP activation, actives largely listed as activators. 280,000 tested, 0.2% active. AID 1865. murine LDR cells, GFP reporter derepression, 30 h; note: % of control where 0% means no effect; nearly all actives have a fitted effect of over 60% in size
#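 Murine LDR cells carrying a silenced, genomically integrated CMV-driven GFP reporter were exposed to compound for 30 hours at 37 C. After PBS washes, GFP-positive cells (20–120 um objects) were counted by laser-scanning microplate cytometry.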
# RGS12 GoLoco inh: blocks human Gai1 binding to RGS12 GoLoco peptide, red readout; P63096; Gai1:RGS12 GoLoco peptide FP, rhodamine, 10 min; Potency, µM (top dose mostly 61.6 µM), for inactives: at the top dose activity, negative = inhibition, actives largely listed as inhibitors; 230,000 tested, 0.44% active; AID 880; active = well fitted inhibition curve with a large enough effect, not every such curve was filed as active; inactive = no such curve, though single readings can be large or run the other way; note: % is set by controls: 0 for no effect and ±100 for the full control effect; nearly all actives have a fitted effect of over 30% in size; many of its hits are not listed in these tables
# JMJD2E inh: JMJD2E (human) inhibition | 230,000 tested, 1.6% active | B2RXH2 | JMJD2E catalytic domain, FDH-coupled NADH fluorescence (FDH is formaldehyde dehydrogenase) | Potency, µM (doses to about 57.1 µM), inactives show at the highest dose activity change, negative = inhibition, most hits filed as inhibitors; active = well fitted inhibition curve with a large enough effect, not every such curve was filed as active; inconclusive = small, poorly fitted or top-dose-only effect, or another doubt; inactive = no such curve, though single readings can be large or run the other way;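 note: 0% = wells with enzyme and -100% = buffer wells without enzyme; nearly all actives have a fitted effect of over 50% in size; many of its hits are not listed in these tables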
# Target sequence (B2RXH2 1-337 limits assumed): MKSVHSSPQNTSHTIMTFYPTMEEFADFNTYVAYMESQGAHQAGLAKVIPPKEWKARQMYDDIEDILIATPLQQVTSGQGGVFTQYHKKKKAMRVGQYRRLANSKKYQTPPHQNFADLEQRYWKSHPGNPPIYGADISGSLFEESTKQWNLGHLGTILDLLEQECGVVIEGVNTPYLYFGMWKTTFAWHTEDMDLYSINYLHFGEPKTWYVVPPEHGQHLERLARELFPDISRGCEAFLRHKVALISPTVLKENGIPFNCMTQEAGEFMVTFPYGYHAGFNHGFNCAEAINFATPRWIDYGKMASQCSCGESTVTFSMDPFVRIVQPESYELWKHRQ
# SMN2 splice up: enhancers of SMN2 splice variant expression; 210,000 tested, 2.8% active; Potency, µM (titrated, usually from 46.1 µM), for the others: top-dose activity change, positive = activation, actives largely listed as activators; HEK293 SMN2-luciferase splicing reporter, luminescence, 30-36 h; note: % of control where 0% means no effect; nearly all actives have a fitted effect of over 55% in size
#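 HEK293 cells carry an SMN2 […]–luciferase reporter in which exon 7 inclusion puts luciferase in frame. Cells were plated 10-12 h before compound addition, then incubated 30-36 h at 37C. ONE-Glo luminescence was read; sodium butyrate at 4.5 mM final served as control.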
# RECQ1 helicase: RECQ1 (human) helicase inhibition | P46063 | RECQ1 DNA unwinding, red fluorescence kinetic read | Potency, µM (series often up to 57.3 µM), for the others: at the highest dose activity, negative = inhibition, actives largely listed as inhibitors | 240,000 tested, 0.54% active | AID 2549;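 note: plate controls were vehicle for no effect and no enzyme for full effect; nearly all actives have a fitted effect of over 30% in size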
# Target sequence (P46063 whole entry, looked up): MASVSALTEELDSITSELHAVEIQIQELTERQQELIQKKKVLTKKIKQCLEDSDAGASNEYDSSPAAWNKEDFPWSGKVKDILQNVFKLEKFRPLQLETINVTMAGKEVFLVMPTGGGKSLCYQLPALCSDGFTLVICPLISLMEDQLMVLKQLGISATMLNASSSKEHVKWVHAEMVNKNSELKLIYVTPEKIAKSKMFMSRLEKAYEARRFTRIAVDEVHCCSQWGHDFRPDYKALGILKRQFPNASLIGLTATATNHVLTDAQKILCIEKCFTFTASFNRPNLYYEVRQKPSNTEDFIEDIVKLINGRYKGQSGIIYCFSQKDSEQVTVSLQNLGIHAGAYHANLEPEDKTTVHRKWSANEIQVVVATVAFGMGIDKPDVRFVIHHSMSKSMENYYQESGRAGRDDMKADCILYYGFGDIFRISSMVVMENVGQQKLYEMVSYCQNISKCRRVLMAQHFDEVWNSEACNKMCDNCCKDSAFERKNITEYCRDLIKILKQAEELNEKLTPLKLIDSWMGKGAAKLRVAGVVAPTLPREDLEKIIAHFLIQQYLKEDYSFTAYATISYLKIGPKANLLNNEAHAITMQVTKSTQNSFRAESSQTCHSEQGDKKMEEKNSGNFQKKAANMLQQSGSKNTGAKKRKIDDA
#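 RECQ1T1 50 nM; forked duplex (20 bp + 30-nt ss tails) 200 nM, ATP 2 mM final; pH 8.0, 2 mM MgCl2, 2.5 ug/ml poly(dI-dC); 15 min compound preincubation; discontinuous kinetic read over 2 h at RT.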
# Luc counter: Kinase-Glo luciferase inhibition (counter-screen); 200,000 tested, 0.28% active; Kinase-Glo luciferase, ATP luminescence, 8 min; AID 1379; Potency, µM (highest dose often 38.3 µM), for inactives: top-dose activity change, negative = inhibition, most hits filed as inhibitors; note: % is set by controls: 0 for no effect and ±100 for the full control effect; nearly all actives have a fitted effect of over 60% in size
#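 Inhibition of Kinase-Glo luciferase light generation was assessed at 10 uM ATP in pH 7.2 imidazole buffer, with luminescence measured after eight minutes at ambient temperature.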
# IMPase Li cell: membrane-permeable IMPase blocker, potentiated with lithium | 210,000 tested, 0.35% active | CHO-M1 cells, IP1 TR-FRET (IP-One), carbachol + lithium | Potency, µM (series often up to 59.4 µM), for the others: top-dose activity, negative = IMPase inhibition, usual class: inhibitors;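 note: IP1 builds up when IMPase is blocked and the TR-FRET signal falls; plate controls were basal vehicle for no effect and high inhibitor control for full effect; nearly all actives have a fitted effect of over 50% in size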
#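 Steps: plate 2000 CHO-M1 cells per well and culture 16–30 h; add compound and lithium; incubate 30 min, 37C; add d2-IP1 tracer and Eu cryptate anti-IP1 antibody in lysis buffer; read after 10 min at room temperature.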
# * hit, by the source's call; i = inactive; ? = inconclusive; . = no result given; [ ] = another dose, or the depositor's remark. Unless noted, calls come from the whole dose curve; as a rule, active = well fitted curve in the direction sought with a large enough effect; inconclusive = small, poorly fitted or top-dose-only effect, or another doubt; inactive = no such curve, though single readings can be large; an effect the other way counts as inactive or inconclusive. Potency is the fitted concentration of half-maximal effect.
SMILES,NPSR antagonist,Epigenetic derep,RGS12 GoLoco inh,JMJD2E inh,SMN2 splice up,RECQ1 helicase,Luc counter,IMPase Li cell
O=C(N/N=C/c1ccncc1)c1ccc2c(c1)OCO2,15%,5.7%,6%,0%,?,2%,-3%,-5%
CC1CCc2nn(CC(=O)NCCN3CCCCC3C)cc2C1 (stereo unspecified),-26%[46.1 µM],-0.8%,14%,3%,4%,-3%,-2%,49%[activator][38.3 µM]
O=C(O)C1Cc2ccccc2CN1C(=O)COc1ccc(Cl)cc1 (stereo unspecified),5%,-0.4%,0%,0%,2%,i,0%,-1%
CCCCCc1cc(=O)oc2c(C(CCN3CCCC(C)C3)c3ccc(OC)cc3)c(OC)cc(OC)c12 (stereo unspecified),?,1.1%,4%,?,.,i,.,.
O=C(NCc1cccnc1)C(=O)NCC1OCCN1S(=O)(=O)c1ccc(F)cc1 (stereo unspecified),11%,-2.9%,-4%,-1%,-14%,-6%,2%,0%
Cc1ccc(N(C(=O)Cn2nnc3ccccc32)C(C(=O)NCc2ccco2)c2ccc(C)o2)cc1 (stereo unspecified),?,0.2%,-4%,-3%,-8%,1%,-2%,14%[38.3 µM]
c1ccc(-c2csc3ncn4nnnc4c23)cc1,-7%[46.1 µM],-0.9%,12%,?,-42%[inhibitor],3%,3%,-9%
CCN1CCN(c2cc3c(nn2)Oc2ccccc2N3C)CC1,-3%,0.2%,9%,?,16µM*,-2%,-2%,1%
COc1cccc(/C=N/n2c(N)c(S(=O)(=O)c3cccs3)c3nc4ccccc4nc32)c1,-3%[46.1 µM],2.2%,9%,?,-19%,-16%,0%,-5%[38.3 µM]
O=C(N/N=C/c1ccc(OC(F)F)cc1)c1ccc(CSc2nc3ccccc3[nH]2)cc1,-4%,0.0%,3%,4%,-6%[1.84 µM],-4%,-3%,19%
N[C@H](C(=O)O)[C@H](N)C(=O)O,.,.,-8%[14.2 µM],.,-11%[9.22 µM],.,-2%[7.66 µM],0%
COc1cc2[nH]c(=S)nc(NCCc3ccc(S(N)(=O)=O)cc3)c2cc1OC,-15%,-1.5%,2%,6%,9%,1%,-2%,7%
O=C(COC(=O)c1ccccc1-c1ccccc1[N+](=O)[O-])c1ccccc1,-25%[46.1 µM],0.3%,12%,1%,1%,-15%,1%,12%
Oc1ccccc1N1CCN(C(=S)NCc2ccccc2)CC1,-3%,-2.8%,-2%,0%,-7%,-3%,1%,1%
CC1CCCCC1NC(=O)CN1C(=O)NC(C)(c2ccc(OC(F)F)cc2)C1=O (stereo unspecified),-9%[46.1 µM],-1.7%,4%,1%,16%,-1%,10%,-16%[38.3 µM]
N#Cc1c(NC(=O)CCCN2C(=O)c3ccccc3C2=O)oc(-c2ccccc2)c1-c1ccccc1,?,3.2%,-2%,24%,-16%,2%,-3%,-9%[38.3 µM]
O=C(/C=C/c1ccccc1)Nc1ccc(Br)cn1,5%,-2.6%,-6%,-1%,11µM*,-1%,1%,4%
O=C(Cc1ccccc1)Nc1nc2ccccc2[nH]1,-11%[46.1 µM],0.0%,5%,7%,-3%,4%,-2%,-12%[38.3 µM]
CCOC(=O)c1c(CC(C)C)csc1NC(C)=O,7%[46.1 µM],0.0%,5%,-1%,-6%,-13%,1%,3%[38.3 µM]
CCC(=O)Nc1sc(C(=O)Nc2ccccc2F)c(C)c1C(=O)OC,2%,-0.1%,-3%,?,.,21%,-3%,4%
C=CCn1c(SCc2ccc(Cl)cc2)nc2cc(C(=O)N3CCC(C(N)=O)CC3)ccc2c1=O,-31%,1.1%,-8%,0%,12%,-15%,-2%,16%
CCOc1ccccc1NC(=O)C1C2C=CC(O2)C1C(=O)O (stereo unspecified),-3%[46.1 µM],-1.0%,-1%,-17%,.,-13%,0%,26%[38.3 µM]
COc1ccccc1C1(CCNC(C)c2cccs2)CCOC(C(C)C)C1 (stereo unspecified),56%,-1.3%,0%,-1%,.,-14%,.,.
COCCCN=CC1=C(O)CC(C)(C)CC1=O,-9%[46.1 µM],-0.9%,4%,-3%,-2%,-12%,-4%,-3%[38.3 µM]
Cc1ccc(S(=O)(=O)NC(CC(N)=O)C(=O)O)cc1 (stereo unspecified),1%[46.1 µM],2.3%,-4%,7%,-14%,-3%,-1%,-11%[38.3 µM]
Cc1nn(-c2ccc(Cl)cc2Cl)c(C)c1C(=O)O,-8%,-1.5%,-5%,2%,17%,i,1%,1%
CS(=O)(=O)Nc1ccc(N2CCN(c3ccc(C(F)(F)F)cn3)CC2)nc1,5%[7.67 µM],0.0%,5%,-11%,.,-6%,.,.
CCOC(=O)c1c(NC(=O)CN2C(=O)CN(C)C2=O)sc(C)c1C,1%,-3.1%,6%,-9%,-27%,i,0%,5%
CCOC(=O)c1sc(NC(=O)C(C)Sc2nc(N)cc(=O)[nH]2)nc1C (stereo unspecified),12%,0.0%,-1%,3%,-8%,-4%,-7%,3%
COC(=O)c1cccc(NC(=S)Nc2cccc(Cl)c2C)c1,6%,1.1%,2%,-11%,25%,-7%,5%,4%
CN(C)S(=O)(=O)c1cc(NC(=O)COC(=O)Cc2ccc(Cl)cc2Cl)ccc1Cl,11%,-2.2%,-12%,1%,1%,?,2%,0%
Nc1nc(SCC(=O)N2CCCCCC2)[nH]c(=O)c1NC(=O)c1ccco1,-5%,-1.2%,5%,-2%,.,i,.,2%
CC(CN1CCOCC1)OC(=O)c1ccccc1Br (stereo unspecified),-10%[46.1 µM],-0.1%,-3%,-2%,.,-11%,-3%,20%[38.3 µM]
C=C(C)Cn1c(SCC(=O)O)nnc1-c1ccc(C(C)(C)C)cc1,-10%[46.1 µM],-1.0%,4%,8%,?,0%,0%,18%[38.3 µM]
CNc1ncnc2c1ncn2[C@@H]1O[C@H](CO)[C@@H](O)[C@H]1O,.,3.2%,2%,.,5%,i,.,-12%
CCCOc1ccc(CCc2n[nH]c(=S)n2Cc2ccccc2)cc1,?,-1.0%,14%,-8%,-20%,i,9%,21%[38.3 µM]
O=C1CCCN1CCCNC(=S)Nc1ccc(F)c(Cl)c1,4%,2.3%,-9%,6%,-31%[inhibitor],i,3%,16%
COc1cc2cc(C(c3nnnn3C3CCCC3)N3CCCCC3)c(=O)[nH]c2cc1OC (stereo unspecified),-19%[46.1 µM],-1.0%,-7%,?,9%,i,-8%,14%[38.3 µM]
N#C/C(=C\c1ccc([N+](=O)[O-])cc1)c1ccccn1,2%,1.1%,-13%,-2%,.,-5%,-28%,3%
CC(=O)Nc1ccc(NC(=O)CSc2nc3nc(-c4cccs4)cc(C(F)(F)F)c3c(=O)[nH]2)cc1,-18%,0.0%,32%[activator],?,.,9%,.,.

# 3 structures already listed, arranged by molecular weight, falling.
SMILES,NPSR antagonist,Epigenetic derep,RGS12 GoLoco inh,JMJD2E inh,SMN2 splice up,RECQ1 helicase,Luc counter,IMPase Li cell
CN(C)S(=O)(=O)c1cc(NC(=O)COC(=O)Cc2ccc(Cl)cc2Cl)ccc1Cl,11%,-2.2%,-12%,1%,1%,?,2%,0%
O=C(NCc1cccnc1)C(=O)NCC1OCCN1S(=O)(=O)c1ccc(F)cc1 (stereo unspecified),11%,-2.9%,-4%,-1%,-14%,-6%,2%,0%
CCOC(=O)c1sc(NC(=O)C(C)Sc2nc(N)cc(=O)[nH]2)nc1C (stereo unspecified),12%,0.0%,-1%,3%,-8%,-4%,-7%,3%

# Going on with the list.
SMILES,NPSR antagonist,Epigenetic derep,RGS12 GoLoco inh,JMJD2E inh,SMN2 splice up,RECQ1 helicase,Luc counter,IMPase Li cell
Cn1c(C(O)c2ccccc2F)nc(Cl)c1Cl (stereo unspecified),-1%[46.1 µM],-1.0%,-7%,11%,-21%,-2%,-12%,7%[38.3 µM]
Cc1nn(-c2ccc(F)cc2F)c(=O)c2noc(C)c12,4%,0.0%,4%,4%,.,4%,.,.
CCOC(=O)c1cnn(-c2ccccc2)c1NC(=O)CN1CCOCC1,4%,-1.1%,2%,1%,.,-2%,.,.
Cc1c(O)ccc2c(CN(C)Cc3ccccc3)cc(=O)oc12,-25%,0.1%,4%,?,.,-4%,.,.
COc1ccc(/C=C/C(=O)N(C)C2CCCCC2)cc1Br,-43%,-0.8%,10%,-11%,?,i,-2%,4%
CCN(CC)C(=O)c1ccccc1NC(=O)c1cccc(S(=O)(=O)N(CC)CC)c1,6%,-7.9%,2%,-2%,0%,-5%,3%,-5%
C=CCNC(=O)C12CCC(C)(C(=O)[C@H]1Br)C2(C)C (stereo partly specified),4%,0.1%,-5%,-2%,.,-15%,.,.
COC(=O)C1=C(C)NC(=O)/C1=C\c1cc(C)n(-c2cc(C)cc(C)c2)c1C,-4%[46.1 µM],0.0%,2%,-20%,-14%,-12%,17%,29%[38.3 µM]
CC(=O)c1cccc(NC(=O)N2CCCC2C(=O)NCCC(C)C)c1 (stereo unspecified),6%[46.1 µM],0.0%,-1%,2%,-6%,-4%,0%,-5%[38.3 µM]
CC1(C)NC(=O)N(CCOc2ccc([N+](=O)[O-])cc2)C1=O,9%,0.1%,11%,-9%,-1%,-10%,-2%,2%
C/C(=C\c1ccccc1)C(=O)Nc1nccs1,-17%,0.4%,13%,-9%,11µM*,i,-3%,-8%
CCOc1ccc(-n2cc(C(=O)c3cc(Cl)ccc3O)cc(C#N)c2=O)cc1,-34%,2.2%,41%[activator],?,-2%,?,-5%,-1%
CC[C@H](C)[C@@H]1NC(=O)c2cc([N+](=O)[O-])cc(F)c2NCCCC[C@@H](C(N)=O)NC(=O)[C@H](CCCCN)NC1=O,7%,2.8%,4%,1%,-7%,-1%,-7%,6%
Nc1nonc1-n1nnc(C(=O)N/N=C/c2ccccc2Cl)c1CSc1ccccc1,?,-3.3%,9%,-1%,.,2%,.,.
CN(C)S(=O)(=O)c1ccc(NC(=O)c2cc(-c3cccs3)nc3ccccc23)cc1,6%,-1.8%,10%,?,-8%,-2%,-2%,-1%
O=C(CCS(=O)(=O)c1ccccc1)Nc1ccc2c(c1)C(=O)NC2=O,11%,0.9%,4%,?,10%,-5%,-2%,-9%

# SMN2 splice up, what is marked active above
canonical_smiles	NPSR antagonist	Epigenetic derep	RGS12 GoLoco inh	JMJD2E inh	SMN2 splice up	RECQ1 helicase	IMPase Li cell
CCN1CCN(c2cc3c(nn2)Oc2ccccc2N3C)CC1	-3%	0.2%	9%	?	16µM*	-2%	1%
O=C(/C=C/c1ccccc1)Nc1ccc(Br)cn1	5%	-2.6%	-6%	-1%	11µM*	-1%	4%
C/C(=C\c1ccccc1)C(=O)Nc1nccs1	-17%	0.4%	13%	-9%	11µM*	i	-8%

# A portion of the library; the hit share may differ from the screen's.
